Bioassay records (PubChem BioAssay)
PV pol inh = poliovirus RdRp elongation inhibitors, primary screen, biochemical, fluorescence polarization, total intensity; Genome polyprotein (Poliovirus type 1 (strain Mahoney)), P03300; poliovirus polymerase elongation; active compounds read low; % elongation, % (compound at 16.7 µg/mL); actives 0.66% (n = 150,000); AID 588519, 2011; in the data active means % elongation below about 90%; further: some results filed as inactive read as strong as hits
Target sequence (P03300 1749-2209 limits assumed): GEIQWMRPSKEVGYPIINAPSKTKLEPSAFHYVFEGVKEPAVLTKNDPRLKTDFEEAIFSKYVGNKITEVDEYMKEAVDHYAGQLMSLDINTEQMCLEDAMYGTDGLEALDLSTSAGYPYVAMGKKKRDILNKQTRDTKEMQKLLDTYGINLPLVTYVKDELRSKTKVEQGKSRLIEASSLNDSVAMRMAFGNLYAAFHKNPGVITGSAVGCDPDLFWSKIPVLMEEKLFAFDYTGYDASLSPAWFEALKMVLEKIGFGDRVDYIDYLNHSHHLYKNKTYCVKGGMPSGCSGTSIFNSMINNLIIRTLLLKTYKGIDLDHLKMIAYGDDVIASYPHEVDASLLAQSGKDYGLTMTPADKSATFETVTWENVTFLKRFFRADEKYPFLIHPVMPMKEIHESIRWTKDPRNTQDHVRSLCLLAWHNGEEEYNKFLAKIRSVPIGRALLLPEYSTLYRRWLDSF
PV pol inh FP z-score = further read-out of PV pol inh, marked with its call; z-score; measured here: FP z-score; hits read low
* marks the source's active call; other numbers are inactive results; & = joins results of further samples. Not all compounds are listed; the hit share may differ from the screen's.

SMILES | PV pol inh | PV pol inh FP z-score
CCOC(=O)c1ccc(NC(=O)CC2C(=O)N(c3ccc(F)cc3)C(=O)N2Cc2ccc3c(c2)OCO3)cc1 (stereo unspecified) | 107 | 0.3
S=C(Nc1cccc(Cl)c1)Nc1cc(-c2ccc(Cl)cc2)[nH]n1 | 101 | -0.1
NS(=O)(=O)c1ccc(CCNC(=O)CN2CCNC(=O)C2)cc1 | 99 | 0.1
CCOC(=O)c1ccc(NC(=O)COc2cccc3c(=O)n(C)ccc23)cc1 | 106 | -0.1
CCc1ccc(NC(=O)C(C)N2CCN(S(=O)(=O)c3ccc(C)cc3C)CC2)cc1 (stereo unspecified) | 104 | 0.2
Cc1cc(C(=O)CSc2nc3ccccc3o2)c(C)n1CC1CCCO1 (stereo unspecified) | 102 | 0.1
COc1ccc2c(c1)cc1c(=O)n(CC(=O)NCc3ccco3)nc(C)n12 | 105 | -0.3
O=C(COC(=O)C1CCCO1)Nc1cc(Cl)cc(Cl)c1 (stereo unspecified) | 103 | -0.1
CCOC(=O)c1cc(-c2ccnn2S(=O)(=O)c2cccc(C(F)(F)F)c2)on1 | 98 | -1.4
Oc1ccc(Cl)cc1 | 100 | 0
Cc1ccc(CNC(=O)CCCn2c(=O)c3ccccc3n(CC(=O)Nc3ccc(C)c(C)c3)c2=O)cc1 | 111 | 0.7
O=C(CSCc1nnc(-c2ccc(F)cc2)o1)Nc1ccccc1F | 111 | 1.3
CCC(=O)N1CCc2cc(S(=O)(=O)CCC(=O)N3CCN(c4ccc(Cl)cc4)CC3)ccc21 | 112 | 1
Cc1ccc2nc(-c3ccc(Cl)c(NC(=O)COc4ccc([N+](=O)[O-])cc4)c3)oc2c1 | 108 | 0.9
Cc1ccc(S(=O)(=O)N2CCOCC2)cc1C(=O)Nc1ccccc1C(=O)O | 108 | 1.1
c1ccc(Cn2c(NCc3ccncc3)nc3ccccc32)cc1 | 101 | 0
COc1ccc(CC(C)CC(=O)Nc2ccc(I)cc2)cc1 (stereo unspecified) | 104 | 0.6
O=S(=O)(/N=C/c1ccco1)c1cccs1 | 107 | 1
O=c1c(-c2cc(F)ccc2F)c(O)nc2n1CCCC2 | 100 | -0.2
Cc1nc(SCSc2nc3ccccc3s2)nc2c1CCCC2 | 104 | 0.5
CCn1c(=O)c(=O)n(CC)c2cc(S(=O)(=O)NCc3cccs3)ccc21 | 102 | 0.3
CC1CC(NC(=O)/C(C#N)=C/c2ccc[nH]2)CC(C)(C)C1 (stereo unspecified) | 101 | 0
COCCCNC(=O)CSc1nc(-c2ccc(OC)c(OC)c2)[nH]c1-c1ccc(F)cc1 | 108 | -1.2
Cc1cc(=O)oc2c1c(C)nn2C | 104 | 0.8
O=C(Nc1cc(-c2ccccc2F)nn1-c1ccccc1)c1ccccc1Br | 101 | -1.4
Later entries.
SMILES | PV pol inh | PV pol inh FP z-score
O=C(COc1ccc(Br)cc1)N1CCOCC1 | 102 | 0.1
CN/C(=C\[N+](=O)[O-])NCCSCc1ccc(CN(C)C)o1 | 100&102 | 0&0.6
Cc1cccc(-c2nnc(SCC(=O)N3CCCc4ccccc43)o2)c1 | 102 | -0.9
CCOC(=O)CC(NC(=O)Cn1nnc(-c2ccc(Cl)cc2)n1)c1ccc(OC)cc1 (stereo unspecified) | 107 | 0.6
O=C(c1cccc2c1-c1ccccc1C2)N1CCCCC1 | 104 | 0.2
COc1ccc(-c2cc(C(F)(F)F)nc(NCCc3ccccc3)n2)cc1OC | 103 | -0.5
O=C1CN(C(=O)CSc2ncnc3ccccc23)c2ccccc2N1 | 100 | -0.3
O=C(OCC(=O)N1CCCCC1)c1cccs1 | 104 | 1.3
Cc1ccc(C)c(N2CCN(S(=O)(=O)c3ccc4[nH]c(=O)ccc4c3)CC2)c1 | 104 | 0.2
CCc1ccc(NC(=O)c2sc(-n3nc(C)c(CCC(C)C)c3C)nc2C)cc1 | 110 | 0.6
Cc1sc(/N=C/c2ccc(Br)s2)c(C(N)=O)c1C | 103 | 0
O=C(NC(Nc1ccc(Cl)cc1)C(=O)c1ccccc1)c1ccccc1 (stereo unspecified) | 104 | 0.5
CCCn1ccc2c(OCC(=O)Nc3ccc(OC)c(OC)c3)cccc2c1=O | 100 | -1.8
CN(Cc1nc2ccccc2c(=O)[nH]1)C(=O)c1nn(Cc2ccccc2)c(=O)c2ccccc12 | 104 | 0.2
COc1cc(NC(=O)CN2CCCCCC2=O)c(OC)cc1Cl | 103 | 0
Cc1ccccc1C1C2=C(Nc3c1c(=O)n(C)c(=O)n3C)c1ccccc1C2=O (stereo unspecified) | 103 | 0.3
Cc1ccc2nc(CSc3nnc(-c4cccs4)n3CC3CCCO3)cc(=O)n2c1 (stereo unspecified) | 102 | 0
Cc1cc(C)c2c(=O)cc(C(F)(F)C(F)F)oc2n1 | 101 | 0.2
Cc1ccc(NC(=O)CSc2nnc3ccc4ccccc4n23)cc1 | 100 | -0.8
COc1ccc(NC(=O)CSC2=Nc3ccccc3C3=NC(CCC(=O)NCCc4ccccc4)C(=O)N23)c(OC)c1 (stereo unspecified) | 110 | 0.6
C=CCn1c(N)c(C(N)=O)sc1=S | 102 | 0.1
O=C(NC1CCCCC1)c1ccc(Cn2c(SCc3ccccc3)nc3cccnc32)cc1 | 111 | 0.1
C[N+]1(CCOC(=O)Nc2ccccc2)CCCCC1 | 102 | 0.1
CCOC(=O)c1c(CC(C)C)csc1NC(=O)Cc1ccccc1 | 103 | 0.8
CCOc1cc(C#N)cc(Cl)c1O | 105 | 0.2

Profiles, looked up by structure. Screens in order: PV pol inh, PV pol inh FP z-score
Entry for Cc1ccc(NC(=O)CSc2nnc3ccc4ccccc4n23)cc1 → 100, -0.8
Entry for CCCn1ccc2c(OCC(=O)Nc3ccc(OC)c(OC)c3)cccc2c1=O → 100, -1.8
Entry for COc1cc(NC(=O)CN2CCCCCC2=O)c(OC)cc1Cl → 103, 0

More records follow:
SMILES | PV pol inh | PV pol inh FP z-score
CCOC(=O)C1CCCN(c2cc(Nc3ccc4c(c3)OCO4)c3c4c(onc24)-c2ccccc2C3=O)C1 (stereo unspecified) | 103 | 0.6
O=c1[nH]c(C(F)(F)F)nc2c1cnn2-c1ccccc1 | 103 | 0.6
COc1ccc(NC(=O)C(CC(C)C)NS(=O)(=O)c2ccc3[nH]c(=O)oc3c2)cc1 (stereo unspecified) | 101 | 0
CC(C)NCC1CCCO1 (stereo unspecified) | 101 | -0.3
CC(C)N(Cc1ccccc1)C(=O)CSc1nc(C(C)(C)C)nc2c1c(=O)n(C)c(=O)n2C | 97 | -1
CC1=[N+]([O-])C(C)(C)C(c2cccs2)=[N+]1[O-] | 101 | -0.4
CC(=O)N(Cc1cc2ccc(C)cc2[nH]c1=O)CC1CCCO1 (stereo unspecified) | 100 | -0.8
COc1ccc(CN(CCN(C)C)Cc2ccccc2)c(OC)c1 | 100 | -0.3
CC[n+]1c(-c2ccccc2)c2cc(N)ccc2c2ccc(N)cc21 | 75* | -3.3*
COc1ccc(C(=O)c2cn(CC(=O)Nc3ccc4c(c3)OCO4)c3ccc(OC)cc3c2=O)cc1 | 107 | 0.2
Cc1oc(-c2ccccc2)nc1CSc1nc2ncccc2o1 | 99 | -1.6
O=S(=O)(Nc1nc2ccccc2nc1Sc1nc2ccccc2o1)c1ccccc1 | 102 | 0.2
CN(C)S(=O)(=O)c1cccc(-c2cn3cc(Cl)ccc3n2)c1 | 100 | 0.1
COc1ccccc1N(Cc1ccccc1O)C(=O)COc1ccccc1C | 102 | 0
O=S(=O)(NCc1ccc(Cl)cc1)c1ccc2[nH]c3c(c2c1)CCCC3 | 102 | -0.8
O=C(NCCCc1nc2ccccc2n1Cc1c(F)cccc1Cl)C1CCCCC1 | 110 | 0.5
O=C(OCc1cc(=O)n2nc(-c3cccs3)sc2n1)c1ccc(F)cc1 | 107 | 0.2
CC(C)(C)c1ccc(C(=O)Nc2sc3c(c2C#N)CCC(C(C)(C)C)C3)cc1 (stereo unspecified) | 99 | -1.1
Cc1ccc(NC(=O)c2c(NC(=O)Cc3ccccc3)sc3c2CCCC3)cc1 | 101 | -0.3
COc1ccc(C(=O)NC2(C(F)(F)F)C(=O)NC(C)=C2C#N)cc1OC (stereo unspecified) | 106 | 0.5
Cc1nn(-c2ccccc2)nc1CNC(=O)CC(C)(C)C | 102 | -0.1
CN(C)S(=O)(=O)c1ccc2c(c1)N(CC(=O)NCc1ccccc1)C(=O)C1CCCCN21 (stereo unspecified) | 107 | 0.1
CC12CC[C@H]3[C@@H](CCC4(O)C[C@H](O)CCC34/C=N/NC(N)=O)C1(O)CCC2C1=CC(=O)OC1 (stereo partly specified) | 100 | -0.1
CCN1C(=O)C(NC(C)=O)c2ccccc21 (stereo unspecified) | 103 | 0.2
O=C(Cc1noc2ccccc12)N1CCCCC1c1nc2ccccc2s1 (stereo unspecified) | 109 | 0.8
(further entries)
SMILES | PV pol inh | PV pol inh FP z-score
O=C(CC1C(=O)NC2CCCCC2N1C(=O)Nc1cccc(Cl)c1)Nc1ccc2c(c1)OCO2 (stereo unspecified) | 102 | 0.2
O=C1c2ccccc2NC(c2ccccc2)N1Cc1ccco1 (stereo unspecified) | 104 | 0.9
CCCCP(=O)(O)c1ccccc1 | 100 | 0
CCCn1c(N)c(C(=O)CSC2=NC(C(C)C)C(=O)N2c2ccc(C)cc2)c(=O)n(C)c1=O (stereo unspecified) | 104 | 0.2
NC(=O)c1c(NC(=O)CS(=O)(=O)c2ccc(Cl)cc2)sc2c1CCCCC2 | 100 | -1.5
CC1CCCC(NC(=O)CSc2nccn2C)C1C (stereo unspecified) | 102 | 0.3
COCCNC(=S)N1c2ccccc2CC1C (stereo unspecified) | 84* | -2.3*
N#CCSc1nc2sc3c(c2c(=O)[nH]1)CCCC3 | 101 | 0
Cc1ccc(NC(c2nnc(-c3ccccc3)o2)c2ccccc2F)c([N+](=O)[O-])c1 (stereo unspecified) | 106 | 0.1
O=C(O)CCn1c(=O)c2cc3c(=O)n(CCC(=O)O)c(=O)c3cc2c1=O | 101 | 0
O=C(NCCN1CCNC1=O)c1cnn(-c2ccc(Cl)cc2)c1C(F)(F)F | 101 | -0.1
O=C(COc1ccccc1)Nc1ccc2nc(SCC(=O)N3CCCC3)sc2c1 | 107 | 0
CCOc1ccc(CC(=O)O)cc1 | 103 | 0.8
Cc1ccc(S(=O)(=O)Nc2ccccc2C(=O)NCc2ccco2)cc1 | 105 | 0.7
CC1CN(c2nc3ccccc3nc2SCC(=O)NCc2ccccc2Cl)CC(C)O1 (stereo unspecified) | 103 | 0.3
CN(C)S(=O)(=O)c1ccc2c(c1)C(=NNC(N)=O)c1cc(S(=O)(=O)N(C)C)ccc1-2 | 101 | -0.2
Cc1cc(SC(C)C(=O)O)nc2ccccc12 (stereo unspecified) | 100 | -0.1
CCc1nn(CC(=O)NCCCc2ccccc2)c(=O)c2cc3ccccc3n12 | 109 | -0.3
CCOC(=O)C1CCCN(C(=O)C2c3ccccc3Oc3ccccc32)C1 (stereo unspecified) | 99 | -0.8
CCCCC(=O)Nc1c(-c2ccccc2)nc2ccccn12 | 106 | 0.5
CC(CC(=O)N1CCCc2ccccc21)S(=O)(=O)c1ccc2c(c1)NC(=O)CO2 (stereo unspecified) | 99 | -0.8
c1ccc(N2CCN(c3ccccn3)CC2)cc1 | 97 | -1
O=C(Cn1c(=O)oc2cc(Cl)ccc21)N1CCC2(CC1)OCCO2 | 100 | -0.9
CCc1ccc(S(=O)(=O)Nc2cccc(-c3ccc(N4CCOCC4)nn3)c2)cc1 | 108 | 0.5
CCSc1ncnc2c1sc1nc3c(cc12)COC(C)(C)C3 | 104 | 0.7
Further entries follow:
SMILES | PV pol inh | PV pol inh FP z-score
Cc1nnc(SCc2ccccc2Cl)c2cc3sccc3n12 | 101 | -1.2
COc1ccccc1C(=O)COC(=O)c1ccccc1C(F)(F)F | 100 | -0.4
CN1CCN(C(CNC(=O)C(=O)Nc2ccc(F)cc2F)c2ccc3c(c2)OCO3)CC1 (stereo unspecified) | 106 | -0.3
Cc1ccc(NC(=O)CN(C)S(=O)(=O)c2ccc3c(c2)CCC(=O)N3)c(C)c1 | 107 | 0.5
O=C(Nc1ncn[nH]1)/C(=C/c1ccc(Cl)cc1)c1ccc(F)cc1 | 103 | 0.6
CC(=O)NC1(c2ccccc2)CCN(Cc2nnnn2C(C)(C)C)CC1 | 103 | 0.7
CN1C(=O)N(C)C2OC3OC4C(OC3OC21)N(C)C(=O)N4C (stereo unspecified) | 102 | 0.1
CCCNC(=O)c1ccc(CS(=O)c2ccc(Cl)cc2)o1 (stereo unspecified) | 101 | -0.5

A draw from above in order of length of the SMILES, lowest first.
SMILES | PV pol inh | PV pol inh FP z-score
Cc1cc(SC(C)C(=O)O)nc2ccccc12 (stereo unspecified) | 100 | -0.1
Cc1nnc(SCc2ccccc2Cl)c2cc3sccc3n12 | 101 | -1.2
CCCCC(=O)Nc1c(-c2ccccc2)nc2ccccn12 | 106 | 0.5
CCCNC(=O)c1ccc(CS(=O)c2ccc(Cl)cc2)o1 (stereo unspecified) | 101 | -0.5
COc1ccccc1C(=O)COC(=O)c1ccccc1C(F)(F)F | 100 | -0.4
CN1C(=O)N(C)C2OC3OC4C(OC3OC21)N(C)C(=O)N4C (stereo unspecified) | 102 | 0.1
CCOC(=O)C1CCCN(C(=O)C2c3ccccc3Oc3ccccc32)C1 (stereo unspecified) | 99 | -0.8
CCc1nn(CC(=O)NCCCc2ccccc2)c(=O)c2cc3ccccc3n12 | 109 | -0.3
O=C(Nc1ncn[nH]1)/C(=C/c1ccc(Cl)cc1)c1ccc(F)cc1 | 103 | 0.6
CCc1ccc(S(=O)(=O)Nc2cccc(-c3ccc(N4CCOCC4)nn3)c2)cc1 | 108 | 0.5
CC(CC(=O)N1CCCc2ccccc21)S(=O)(=O)c1ccc2c(c1)NC(=O)CO2 (stereo unspecified) | 99 | -0.8
CN1CCN(C(CNC(=O)C(=O)Nc2ccc(F)cc2F)c2ccc3c(c2)OCO3)CC1 (stereo unspecified) | 106 | -0.3
CN(C)S(=O)(=O)c1ccc2c(c1)C(=NNC(N)=O)c1cc(S(=O)(=O)N(C)C)ccc1-2 | 101 | -0.2
